Bioassay records (PubChem BioAssay)
NPR2 activator – GC-B (human) receptor activation; HEK293-GC-B cells, CNP EC30, cGMP TR-FRET; 0% at EC30 CNP, 100% saturating CNP; P20594; activation, % at 10 µM; 0.11% of 370,000 active;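 active means activation at 10 µM reaching about 35% in either raw or pattern-adjusted values, limit read from the data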
ASAP1 GAP inh – blocks human ASAP1-stimulated Arf1 GTP hydrolysis; Q9ULH1; GDP FP detection; inhibition, % at 16.5 µM; 0.19% of 360,000 active; AID 624377; in the data active means inhibition above about 25%;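 further: 0% = vehicle with enzyme and substrate and 100% = no enzyme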
NR1D1 modulator – Rev-erb alpha (human) modulation; Rev-erbα–FITC-DNA binding, fluorescence polarization, 90 min; AID 1259318; activity, % at 10 µM; 0.79% of 370,000 active;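 active means activity above about 14%, limit read from the data; passing the limit was not always enough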;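 further: 0% = DMSO wells with 35 nM protein and 100% = DMSO wells with 750 nM protein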
Target sequence (P20393 whole entry, looked up): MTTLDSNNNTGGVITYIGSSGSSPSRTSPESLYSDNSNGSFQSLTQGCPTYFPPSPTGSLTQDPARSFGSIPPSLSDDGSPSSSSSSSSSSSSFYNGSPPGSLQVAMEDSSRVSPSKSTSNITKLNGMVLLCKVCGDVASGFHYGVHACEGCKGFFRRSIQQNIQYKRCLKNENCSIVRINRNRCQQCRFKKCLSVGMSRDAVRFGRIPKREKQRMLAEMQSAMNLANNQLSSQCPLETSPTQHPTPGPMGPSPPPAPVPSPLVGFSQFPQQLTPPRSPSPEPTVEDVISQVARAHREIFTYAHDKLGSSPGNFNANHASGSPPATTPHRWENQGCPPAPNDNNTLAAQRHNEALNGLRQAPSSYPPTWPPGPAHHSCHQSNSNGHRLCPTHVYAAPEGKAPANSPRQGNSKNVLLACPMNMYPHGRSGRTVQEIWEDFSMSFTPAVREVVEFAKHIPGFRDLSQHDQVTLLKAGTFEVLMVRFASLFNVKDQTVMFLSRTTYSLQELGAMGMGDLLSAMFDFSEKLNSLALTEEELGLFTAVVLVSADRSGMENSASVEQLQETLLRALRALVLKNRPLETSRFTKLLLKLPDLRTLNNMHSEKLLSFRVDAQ
rCAG RNA binder – r(CAG) repeat RNA binding | TO-PRO-1 dye displacement fluorescence | inhibition, % at 3 µM | 1.3% of 370,000 active | AID 651821;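 active means inhibition above the plate cutoff, the mean of all test compounds on that plate plus 3 SD, cut at about 35% in these data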;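 further: 0% = DMSO alone and 100% = 100 µM mitoxantrone as full dye displacement; higher means more dye released from RNA so lower well fluorescence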
mABHD4 FP – inhibitors of mouse ABHD4 | purified mABHD4, FP-Rh probe fluorescence polarization | 0.54% of 370,000 active | inhibition, % at 8.92 µM;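 active means inhibition exceeding the mean over every tested compound plus 3 SD, cut at about 30% in these data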;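 further: 0% = plate median of compound wells and 100% = S159A mutant with DMSO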
Target sequence (Q8VD66 whole entry, looked up): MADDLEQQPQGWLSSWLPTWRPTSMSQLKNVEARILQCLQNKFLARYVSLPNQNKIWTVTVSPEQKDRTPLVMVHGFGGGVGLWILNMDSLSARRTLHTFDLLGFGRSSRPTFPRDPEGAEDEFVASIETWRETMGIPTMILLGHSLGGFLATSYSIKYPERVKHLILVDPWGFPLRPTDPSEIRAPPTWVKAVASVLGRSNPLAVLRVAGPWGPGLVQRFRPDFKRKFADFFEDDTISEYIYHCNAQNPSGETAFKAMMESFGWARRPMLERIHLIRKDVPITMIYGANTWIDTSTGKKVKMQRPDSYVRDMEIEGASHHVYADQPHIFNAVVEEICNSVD
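assay system = mABHD4 protein | compound dosing = single nominal dose of 8.92 µM, 0.89% DMSO final | read-out basis = percent inhibition of probe binding, normalized to plate controls | schedule = Enzyme–compound pre-incubation 45 min, then probe 60 min, both 25 °C | detection = fluorescence polarization, excitation 525 nm, emission 598 nm, BODIPY TMR filters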
ARFGAP1 inh – inhibits rat ARF GTPase activating protein 1. Arfgap1-stimulated ARF1 GTP hydrolysis, GDP FP detection. inhibition, % at 16.5 µM. 0.26% of 360,000 active. AID 651572;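 active means inhibition above a per-plate limit, mean inhibition of low control wells plus 3 SD, cut at about 25% in these data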;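 further: 0% = DMSO wells with enzyme and 100% = wells lacking Arfgap1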
Target sequence (Q62848 1-136 limits assumed): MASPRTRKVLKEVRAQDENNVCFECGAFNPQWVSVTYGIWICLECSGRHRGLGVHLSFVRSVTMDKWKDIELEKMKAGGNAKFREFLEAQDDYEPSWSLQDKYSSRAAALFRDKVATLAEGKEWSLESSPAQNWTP
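material = rat Arfgap1 catalytic domain, aa 1-136 | also added = human ARF1(Δ1-17)-GTP substrate | compound dosing = one concentration, 16.5 µM, DMSO 1.26% | times = GTP hydrolysis reaction 2 h at 25 °C | measured by = FP, GDP Alexa 633 tracer displaced from anti-GDP antibody, 620/688 nm | evaluation = percent inhibition of Arfgap1-stimulated GTP hydrolysis | replication = single well per compound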
PG9 binder – PG9 antibody binding by small molecule | TR-FRET gp120-PG9 antibody binding | inhibition, % at 6.7 µM | 0.43% of 360,000 active | AID 624416; in the data active means inhibition above about 8.5%
NPR1 activator – GC-A (human) enzyme activation | P16066 | HEK293 GC-A cells, cGMP TR-FRET, EC30 ANP; 0% at EC30 ANP, 100% saturating ANP | activation, % at 10 µM | 0.14% of 370,000 active; in the data active means activation above about 40%
SMARCA2 activ – SMARCA2 function activation, primary screen. MG213 cells, MMTV-luciferase reporter, dexamethasone, overnight. 1% of 370,000 active. AID 652017. activation, % at 9.1 µM; in the data active means activation above about 7.8%;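 further: 0% = vehicle wells and 100% = reference activator wells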
HTRA1 inhibitor – blocks human HTRA1 serine peptidase | inhibition, % at 5.96 µM | 0.5% of 340,000 active | Q92743 | AID 504803 | recombinant HTRA1, FP-rhodamine activity-based probe, fluorescence polarization; in the data active means inhibition above about 36%;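 further: 0% = enzyme with DMSO and 100% = wells lacking enzyme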
The depositor's hits bear a star; x = not tested or not shown. Compounds were not picked by outcome (roughly 4.4% active in at least one column).

nr | SMILES | NPR2 activator | ASAP1 GAP inh | NR1D1 modulator | rCAG RNA binder | mABHD4 FP
1 | CC(Sc1nnc(N)s1)C(=O)Nc1ccc2c(c1)OCO2 (centres undefined) | -4 | -8 | -7 | 10 | -3
2 | O=C(CSc1nnc(-c2ccccc2)c(-c2ccccc2)n1)NC1CCS(=O)(=O)C1 (centres undefined) | -2 | -3 | -1 | -4 | -4
3 | COc1ccc(OCc2cc(C(=O)NCCCc3ccccc3)no2)c(Cl)c1 | -2 | 3 | 7 | -1 | -18
4 | O=C(C1CCN(S(=O)(=O)c2ccccc2)CC1)N1CCCCCC1 | 3 | -8 | 1 | -3 | -2
5 | Cc1c(C(=O)NCCSCc2ccco2)cccc1[N+](=O)[O-] | 2 | -2 | 0 | 1 | 6
6 | C/C(=N\OCC(=O)Nc1c(C)cc(C)cc1C)c1ccc2c(c1)OCCO2 | 4 | -5 | -2 | -4 | -2
7 | COc1ccc(C(C)=O)cc1CSc1nc2ccccc2c(=O)n1-c1ccccc1 | 7 | 2 | 36* | 2 | 0
8 | Cc1ccc(C(C(=O)NCc2ccccc2)N(C(=O)c2csnn2)c2cccc3ccccc23)o1 (centres undefined) | -14 | 2 | -2 | -2 | -4
9 | CC1CC1C(=O)OCC(=O)NNC(=O)COc1ccc(Br)cc1 (centres undefined) | 7 | 0 | 8 | -1 | 0
10 | COc1cccc(N2CCN(CC(=O)Nc3ccccc3C(=O)NCCc3ccccc3)CC2)c1 | 1 | 2 | 0 | 5 | 7
11 | O=C(Nc1ccc(S(=O)(=O)N2C[C@@H]3C[C@@H](C2)c2cccc(=O)n2C3)cc1)c1ccc(F)cc1 | -9 | -3 | 6 | 2 | 1
12 | COc1ccc(-c2csc(NC(=O)C3COc4ccccc4O3)n2)cc1OC (centres undefined) | 0 | -1 | 3 | 9 | -12
13 | COc1ccccc1CCC(=O)NNC(=O)c1ccccc1 | 3 | -5 | -4 | 0 | -3
14 | CN1CCN(S(=O)(=O)c2csc(C(N)=O)c2)CC1 | 1 | 11 | 0 | -2 | -1
15 | CSc1ccccc1NC(=O)c1cccs1 | 5 | 5 | -1 | 3 | 6

nr | ARFGAP1 inh | PG9 binder | NPR1 activator | SMARCA2 activ | HTRA1 inhibitor
1 | 8 | 0.6 | 0 | -3 | 0
2 | 4 | 0.5 | -3 | -1 | 5
3 | 10 | 0.4 | -1 | -3 | -31
4 | 6 | -1.1 | 3 | 2 | 1
5 | 7 | -2.4 | 3 | -2 | 5
6 | 11 | 0.7 | -1 | -2 | -2
7 | 9 | 4.1 | 6 | -1 | -3
8 | 8 | -0.3 | -16 | -3 | -22
9 | -8 | 0.1 | 1 | -1 | -2
10 | 20 | -2.1 | -1 | -1 | -40
11 | 2 | 1.6 | 5 | -2 | 2
12 | 6 | -1.5 | 0 | -2 | -27
13 | -4 | -0.4 | 3 | 0 | -4
14 | -3 | -1.6 | 4 | 0 | 2
15 | 8 | 0.7 | -3 | 0 | 4

Remaining list, next part.
nr | SMILES | NPR2 activator | ASAP1 GAP inh | NR1D1 modulator | rCAG RNA binder | mABHD4 FP
16 | COc1ccc(C2=Nc3ccccc3NC(=O)C2N(C(=O)c2ccnc3ccccc23)c2ccccc2)cc1 (centres undefined) | -10 | -6 | 6 | 11 | -2
17 | CCc1cc2c(=O)oc(-c3ccccc3F)nc2s1 | -11 | 5 | -1 | 1 | 0
18 | COc1ccc(C2c3[nH]c4ccccc4c3CCN2C(=O)c2cn3ccccc3n2)c(F)c1 (centres undefined) | 26 | 0 | 1 | 1 | -5
19 | COc1ccc(Br)cc1CN(C)C(=O)c1ccncc1 | 4 | -2 | 2 | -1 | 1
20 | CC(NC(=O)COC(=O)/C=C/c1cccc(C(F)(F)F)c1)c1ccccc1 (centres undefined) | -2 | 11 | 6 | -6 | 6
21 | CC(C)c1ccc(/C=C2\C(=N)N3N=C(CC(=O)N4CCCCC4)SC3=NC2=O)cc1 | 2 | 0 | 0 | 10 | 5
22 | CC1=CC(=O)Nc2ccccc2S1 | -5 | 0 | 4 | 13 | -4
23 | CCOC(=O)C1C(=O)CC(C)(O)C(C(=O)OCC)C1c1ccccc1OC (centres undefined) | 0 | -12 | -8 | -4 | 5
24 | CCn1c(=S)sc2c(=O)n(CC(=O)Nc3cccc(OC)c3)c(C)nc21 | -3 | -17 | -1 | 3 | 3
25 | O=C1OC(N2C(=O)CC[C@H]2C(=O)Nc2ccc(Br)cc2F)c2ccccc21 (some centres undefined) | -1 | -4 | 2 | 3 | 2
26 | CN(CC(=O)NC(c1ccccc1)c1ccccc1)Cc1nc2ccccc2c(=O)[nH]1 | -12 | 3 | 3 | 4 | -22
27 | Oc1c(Br)cc(C=Nc2ccc3nc(-c4ccccc4)[nH]c3c2)c(O)c1Br | 0 | 9 | -1 | 46* | 31*
28 | Cc1nn(-c2ccc(Cl)c(Cl)c2)c(C)c1C(=O)O | 0 | -2 | 3 | -2 | 2
29 | CCCc1nc(S(=O)(=O)Cc2ccc(Cl)cc2Cl)n[nH]1 | 11 | -1 | -4 | 2 | 5
30 | Nc1sc(-c2ccccc2)cc1-c1n[nH]c(=S)n1C1CCCCC1 | -6 | -12 | -2 | 11 | 1

nr | ARFGAP1 inh | PG9 binder | NPR1 activator | SMARCA2 activ | HTRA1 inhibitor
16 | 7 | -1.0 | -10 | -3 | x
17 | 10 | -1.6 | -2 | 0 | -78
18 | 6 | -1.4 | 16 | 0 | -34
19 | -6 | -1.5 | -1 | 2 | -7
20 | 13 | -1.9 | -4 | -2 | 4
21 | 1 | 0.7 | 1 | 0 | 5
22 | -3 | -0.2 | 1 | -2 | -7
23 | -2 | 0.6 | -2 | -2 | 2
24 | 8 | 0.4 | -3 | -2 | 0
25 | 2 | -0.4 | 6 | 1 | -2
26 | 11 | 1.7 | -14 | 0 | -3
27 | -3 | -6.7 | 1 | 2 | x
28 | 5 | -0.8 | -3 | 4 | -3
29 | 2 | -0.4 | 1 | 0 | 5
30 | 2 | 0.4 | -2 | 2 | x

Shown as a hit in NR1D1 modulator, among the entries above:
#	canonical_smiles	NPR2 activator	ASAP1 GAP inh	NR1D1 modulator	ARFGAP1 inh	PG9 binder	NPR1 activator	SMARCA2 activ	HTRA1 inhibitor
7	COc1ccc(C(C)=O)cc1CSc1nc2ccccc2c(=O)n1-c1ccccc1	7	2	36*	9	4.1	6	-1	-3

(more compounds)
nr | SMILES | NPR2 activator | ASAP1 GAP inh | NR1D1 modulator | rCAG RNA binder | mABHD4 FP
31 | CCOc1cc(NC(=S)NCCCN2CCOCC2)c(OCC)cc1NC(=O)c1cccc(C)c1 | 6 | -8 | -7 | -6 | 3
32 | O=C(NCc1ccc2c(c1)OCO2)c1n[nH]c(=O)c2ccccc12 | 4 | -10 | 1 | 2 | -4
33 | CC(C)CC(=O)Nc1ccc(S(=O)(=O)N2CCCC2)cc1 | 2 | 6 | 3 | 0 | -1
34 | Cc1[nH]nc(SCC(=O)NCc2ccc(F)cc2)c1[N+](=O)[O-] | 0 | -6 | -1 | 2 | -4
35 | CCc1nnc(NC(=O)CSc2nc3c(cc2C#N)CCCC3)s1 | 2 | -3 | 34* | -2 | -5
36 | CC(Sc1nnc(C2CC2)n1-c1ccccc1)C(=O)N1CCCC1 (centres undefined) | -3 | -18 | -4 | -5 | 0
37 | COc1ccc(-n2c(Cn3nnc4ccccc43)nnc2SCC(=O)O)cc1 | 4 | 1 | -6 | 0 | -3
38 | COc1ccc(N(C(=O)c2cccc(OC)c2OC)C2C=CS(=O)(=O)C2)c(OC)c1 (centres undefined) | -9 | -1 | 6 | -2 | -5
39 | CC(C)C[C@H]1CNC(=S)N1C[C@H]1CCCN1C[C@H](Cc1ccccc1)N1C[C@H](Cc2ccc(O)cc2)N(CCc2ccccc2)C1=S | 4 | 2 | 2 | 12 | -4
40 | O=C(c1ccccc1)c1ccsc1C(=O)c1ccccc1 | 8 | -2 | 8 | 3 | -2
41 | CSc1nsc(SCC(=O)Nc2ccc(Cl)c(C(=O)O)c2)n1 | 2 | -12 | -1 | 3 | -1
42 | CSc1ccc(CN2CCN(CC=C(C)C)C(CCO)C2)cc1 (centres undefined) | 0 | 10 | -2 | -7 | 0
43 | Cc1ccc(C(=O)OC(C)C(=O)Nc2ccc3c(c2)OCO3)c(O)c1 (centres undefined) | -7 | -5 | 2 | 5 | 3
44 | S=C(NC1CC1)N1CCc2ccccc2C1 | -6 | 3 | -4 | -1 | 13
45 | O=C(O)CC(=O)Nc1ccccc1C(=O)O | 2 | 0 | 0 | 3 | 0

nr | ARFGAP1 inh | PG9 binder | NPR1 activator | SMARCA2 activ | HTRA1 inhibitor
31 | 0 | -2.3 | 1 | -4 | 5
32 | 3 | -1.9 | 4 | 3 | -1
33 | -12 | -1.2 | 0 | 4 | 6
34 | -4 | -0.3 | -2 | 1 | -1
35 | -2 | -1.4 | 3 | 4 | 3
36 | -4 | 0.2 | 1 | -2 | 7
37 | -2 | -1.9 | 9 | 1 | 2
38 | 0 | -1.6 | -15 | 4 | 0
39 | -1 | -0.3 | 0 | -4 | x
40 | -3 | -0.6 | -4 | -6 | -11
41 | -7 | -0.4 | 2 | -1 | 5
42 | -1 | -0.9 | 0 | -2 | 3
43 | 24 | -0.6 | 1 | -1 | 4
44 | 6 | 1.4 | -3 | -4 | 3
45 | -1 | -1.8 | -1 | 0 | 1

Remaining list, next part:
nr | SMILES | NPR2 activator | ASAP1 GAP inh | NR1D1 modulator | rCAG RNA binder | mABHD4 FP
46 | Cc1ccc(C(C)C)c(OCC(=O)N/N=C2\CC(=O)CC(C)(C)C2)c1 | 1 | 2 | -4 | 1 | -1
47 | CC(C)C(OC(=O)c1cccs1)C(=O)NCCc1ccccc1 (centres undefined) | -4 | -2 | 4 | -8 | -2
48 | Cc1sc2ncnc(N3CCCCC3C)c2c1C (centres undefined) | 1 | 1 | 1 | -2 | -3
49 | CCOC(=O)N1CCN(C(=O)c2cnn(-c3ccccc3)c2NC(=O)c2ccccc2F)CC1 | 1 | 1 | -2 | -8 | 0
50 | Cn1c(=O)c2c(c3ccccc31)OC(=O)CC2c1cccnc1 (centres undefined) | -5 | -5 | 3 | -4 | -1
51 | O=C(Nc1cccnc1)C1CC(c2ccccc2O)=NO1 (centres undefined) | 1 | -15 | 4 | -2 | -9

nr | ARFGAP1 inh | PG9 binder | NPR1 activator | SMARCA2 activ | HTRA1 inhibitor
46 | -9 | -1.7 | -2 | 7 | -6
47 | -3 | 0.1 | -3 | -2 | 0
48 | 0 | -1.4 | 1 | -2 | -10
49 | 12 | -0.6 | -6 | -2 | -2
50 | 14 | -0.8 | 4 | 1 | -10
51 | -6 | -1.7 | 0 | -1 | 0

Whole records as entered above. Values in the order: NPR2 activator, ASAP1 GAP inh, NR1D1 modulator, rCAG RNA binder, mABHD4 FP, ARFGAP1 inh, PG9 binder, NPR1 activator, SMARCA2 activ, HTRA1 inhibitor
O=C(Nc1cccnc1)C1CC(c2ccccc2O)=NO1 (centres undefined) is entered as 1, -15, 4, -2, -9, -6, -1.7, 0, -1, 0
Cc1ccc(C(C)C)c(OCC(=O)N/N=C2\CC(=O)CC(C)(C)C2)c1 is entered as 1, 2, -4, 1, -1, -9, -1.7, -2, 7, -6
CCOC(=O)N1CCN(C(=O)c2cnn(-c3ccccc3)c2NC(=O)c2ccccc2F)CC1 is entered as 1, 1, -2, -8, 0, 12, -0.6, -6, -2, -2
Cn1c(=O)c2c(c3ccccc31)OC(=O)CC2c1cccnc1 (centres undefined) is entered as -5, -5, 3, -4, -1, 14, -0.8, 4, 1, -10
